Screening data as filed in PubChem BioAssay.
TRPC6 activator = activators of mouse TRPC6 channel. Q61143. HEK293-TRPC6 membrane potential dye fluorescence; hits give high values. B-score at 10 µM. hit rate 0.13% among 310,000. AID 2550;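 active = B-score of the integrated fluorescence ratio above library mean plus 3 SD, and starting fluorescence ratio within library mean plus 5 SD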;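 note: higher score means more depolarization so channel activation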
TRPC6 inhibitor = inhibitors of mouse TRPC6 channel; AID 2553; HEK293-TRPC6, membrane potential dye, ACh-evoked depolarization; hits give low values; hit rate 1.1% among 310,000; B-score at 10 µM; Q61143;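 active = B-score under library mean minus 3 SD, initial fluorescence not abnormally high, positive integrated signal ratio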;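 note: B-score derived from integrated fluorescence ratio over the kinetic read; more negative B-score means stronger inhibition of depolarization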
MrgX1 PAM = allosterically activates human MrgX1 receptor signaling; Q96LB2; MrgX1-HEK293, Fluo-4 calcium flux, FDSS; hits give high values; B-score at 10 µM; hit rate 0.63% among 310,000;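 active = plate-corrected calcium response at least 3 library SD above typical, normal starting fluorescence, not activating the receptor alone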;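 note: compound read alongside a low EC10 to EC30 dose of BAM8-22 agonist; peak minus trough fluorescence over baseline measured at the second addition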
MrgX1 antagonist = antagonists of human MrgX1 receptor. B-score at 10 µM. hit rate 1.3% among 310,000. MRGX1-HEK293 calcium flux, Fluo-4, BAM8-22 antagonism; hits give low values;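 active = calcium-response B-score plate-corrected more than 3 library SD below zero, starting fluorescence within 5 deviations, no agonist response on first addition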;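 note: peak minus trough fluorescence over baseline after final BAM8-22 challenge near maximal dose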
TRPC4 act = TRPC4 (mouse) channel activation. HEK293 TRPC4beta/mu-opioid, Fluo4 calcium fluorescence; hits give high values. AID 2237. Q9QUQ5. B-score at 10 µM. hit rate 0.49% among 310,000;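 active = B-score above 5 SD of library B-scores, and initial fluorescence ratio not above library mean plus 5 SD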;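 note: positive B-score marks a calcium rise read as TRPC4 activation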
Target sequence (Q9QUQ5 whole entry, looked up): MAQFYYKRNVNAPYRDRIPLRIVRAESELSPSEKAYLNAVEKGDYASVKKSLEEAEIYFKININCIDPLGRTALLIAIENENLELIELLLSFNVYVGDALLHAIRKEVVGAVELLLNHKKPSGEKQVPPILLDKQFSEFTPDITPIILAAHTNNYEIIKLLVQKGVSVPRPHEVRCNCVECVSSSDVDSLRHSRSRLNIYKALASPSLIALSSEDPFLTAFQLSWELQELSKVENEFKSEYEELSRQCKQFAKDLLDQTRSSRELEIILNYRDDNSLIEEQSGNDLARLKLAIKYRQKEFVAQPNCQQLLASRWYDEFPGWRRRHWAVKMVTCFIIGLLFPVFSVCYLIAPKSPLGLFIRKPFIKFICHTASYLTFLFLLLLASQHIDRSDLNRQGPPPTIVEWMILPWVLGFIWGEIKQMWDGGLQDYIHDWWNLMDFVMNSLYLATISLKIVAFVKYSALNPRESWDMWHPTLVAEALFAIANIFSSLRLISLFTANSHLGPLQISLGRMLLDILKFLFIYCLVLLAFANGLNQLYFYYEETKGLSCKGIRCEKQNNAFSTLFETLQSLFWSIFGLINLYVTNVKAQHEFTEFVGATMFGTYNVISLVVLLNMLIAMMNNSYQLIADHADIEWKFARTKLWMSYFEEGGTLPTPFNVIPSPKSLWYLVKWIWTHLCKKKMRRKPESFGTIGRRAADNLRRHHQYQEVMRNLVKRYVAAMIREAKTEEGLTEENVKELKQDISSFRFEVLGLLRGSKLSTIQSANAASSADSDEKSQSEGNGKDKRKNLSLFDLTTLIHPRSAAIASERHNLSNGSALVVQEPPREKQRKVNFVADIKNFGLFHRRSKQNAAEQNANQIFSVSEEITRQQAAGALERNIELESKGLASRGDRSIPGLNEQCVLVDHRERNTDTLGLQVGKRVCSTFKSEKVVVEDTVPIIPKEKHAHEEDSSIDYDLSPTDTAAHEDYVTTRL
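System: HEK293 cells stably co-expressing mouse TRPC4beta and mu-opioid receptor; Schedule: Fluo4 dye loading 45 min at room temperature, 110 s recording; Detection: Fluo4 fluorescence, kinetic; Evaluation: B-scored integrated calcium fluorescence ratio; Controls: buffer (low) and maximal DAMGO (high).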
ANO1 block = blocks the mouse calcium-activated chloride channel TMEM16A; Q8BHY3; HEK293 TMEM16A/YFP iodide influx fluorescence, ionomycin; normalized B-score (activity score, 25-100; higher = stronger inhibition) at 10 µM; hit rate 1.2% among 310,000;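 active = ratio plate-corrected score three or more library SD toward inhibition, starting fluorescence score within five deviations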;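 note: score derived from kinetic fluorescence span divided by baseline fluorescence per well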
TMEM16A act = activates or potentiates the mouse TMEM16A chloride channel; hit rate 0.3% among 340,000; AID 623877; Q8BHY3; HEK293 TMEM16A/YFP-H148Q/I152L, iodide quench fluorescence; hits give low values; B-score at 10 µM;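 active = fluorescence-ratio B-score plate-corrected deviation score at least 3 library SD below zero, with starting fluorescence score within 5 deviations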;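 note: channel opened by trigger with iodide after compound preincubation; score built on the fluorescence ratio of max minus min over baseline; more negative score means more quench and so TMEM16A activation or potentiation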
TRPC4 inh = inhibitors of mouse TRPC4 channel | Q9QUQ5 | HEK293 TRPC4beta/mu-opioid, DAMGO-evoked Fluo4 calcium flux; hits give low values | B-score at 10 µM | hit rate 0.39% among 300,000;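 active = B-score over 3 SD under the library average, no early fluorescence shift, positive overall ratio signal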
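Assay system – HEK293 line stably carrying TRPC4beta and mu-opioid receptor · Doses – single dose · Detection – Fluo4 calcium-dye fluorescence, kinetic read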
TRPC4 PAM = allosterically enhances the mouse TRPC4 cation channel | HEK293 TRPC4beta/mu-opioid, DAMGO EC20, Fluo-4 Ca2+ flux; hits give high values | B-score at 10 µM | hit rate 0.42% among 310,000 | AID 2227;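 active = B-score of calcium response area above 5 SD of library B-scores, with initial fluorescence ratio within 5 SD of library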;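 note: B-score of integrated fluorescence ratio over time as area under calcium response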
MrgX1 agonist = activates human MrgX1 receptor signaling; B-score at 10 µM; MrgX1-HEK293 cells, Fluo-4 calcium fluorescence, agonist mode; hits give high values; Q96LB2; AID 588627; hit rate 0.44% among 310,000;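 active = calcium response B-score plate-corrected fluorescence ratio at least 3 library SD, with starting fluorescence B-score inside 5 SD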
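Test system: Stable human MrgX1 HEK293 cell line | Schedule: Overnight plating before 1 h dye loading | Read-out basis: Baseline-normalised fluorescence change ratio, B-scored | Detection: Kinetic calcium dye fluorescence, Fluo-4 NW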
SKKanGAS inh = SKKanGAS growth inhibition; S. pyogenes SKKanGAS, kanamycin growth, BacTiter-Glo, 6 h; inhibition, % at 7.5 µM; hit rate 1.3% among 300,000; AID 1662;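 active = mean replicate score, as percent of positive control median, at least 50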;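 note: strain carries kanamycin resistance gene driven by streptokinase promoter and grows in 40 µg/ml kanamycin; loss of luminescence reflects streptokinase promoter inhibition or plain growth inhibition; 0% = median of DMSO wells and 100% = positive control at its reference dose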
* marks the source's active call; other numbers are inactive results; i = inactive; . = no result given.

SMILES | TRPC6 activator | TRPC6 inhibitor | MrgX1 PAM | MrgX1 antagonist | TRPC4 act | ANO1 block | TMEM16A act | TRPC4 inh | TRPC4 PAM | MrgX1 agonist | SKKanGAS inh
CC(C)c1nc(SCC(=O)c2ccccc2)c2c(=O)n(C)c(=O)n(C)c2n1 | i | i | i | i | i | i | i | i | i | i | -8
COc1ccc(N(C)S(=O)(=O)c2ccc3c(c2)NC(=O)CC(=O)N3)c(OC)c1 | i | i | i | i | i | i | i | i | i | i | -4
CCCn1c(N2CCN(CC(=O)c3c(C)n(C)c4ccc(OC)cc34)CC2)nc2c1c(=O)[nH]c(=O)n2C | i | i | . | . | i | . | i | i | i | . | 19
CN(C(=O)CSCC(=O)O)C1CCCCC1 | i | i | i | i | i | i | i | i | i | i | -1
CCSc1ncnc2c(C#N)c3n(c12)CCCCC3 | i | i | i | i | i | i | i | i | i | i | 0
C=CCc1cccc(/C=N/NC(=O)CNc2cccc3ccccc23)c1O | i | i | i | i | i | i | i | i | i | i | 8
O=C(Nc1ccc(-c2csc(-c3ccccc3)n2)cc1)c1ccccc1Cl | i | i | i | i | i | i | i | i | i | i | -9
COc1ccc(OC)c(CN2CCN(CCCc3ccccc3)C(CCO)C2)c1 (stereo unspecified) | i | i | i | i | i | i | i | i | i | i | -5
C/C(=N/N=C1/NC(=O)CC(C(=O)Nc2ccccc2)S1)c1cccs1 (stereo unspecified) | i | i | i | i | i | i | i | i | i | i | -1
Cn1c(=O)c(C(=O)COC(=O)c2cc(C(F)(F)F)nc3c(C(F)(F)F)cccc23)c(N)n(CC2CC2)c1=O | i | i | i | -7.5* | i | i | . | i | i | i | 33
Cc1ccccc1NS(=O)(=O)c1cc(C(=O)NCCC2=CCCCC2)ccc1Cl | i | i | i | i | i | i | i | i | i | i | -2
COc1ccc(S(=O)(=O)N(CC(=O)NCC2CCCO2)Cc2ccccc2)cc1 (stereo unspecified) | i | i | i | i | i | i | i | i | i | i | -2

The list goes on, starting with the last four of the part before.
SMILES | TRPC6 activator | TRPC6 inhibitor | MrgX1 PAM | MrgX1 antagonist | TRPC4 act | ANO1 block | TMEM16A act | TRPC4 inh | TRPC4 PAM | MrgX1 agonist | SKKanGAS inh
C/C(=N/N=C1/NC(=O)CC(C(=O)Nc2ccccc2)S1)c1cccs1 (stereo unspecified) | i | i | i | i | i | i | i | i | i | i | -1
Cn1c(=O)c(C(=O)COC(=O)c2cc(C(F)(F)F)nc3c(C(F)(F)F)cccc23)c(N)n(CC2CC2)c1=O | i | i | i | -7.5* | i | i | . | i | i | i | 33
Cc1ccccc1NS(=O)(=O)c1cc(C(=O)NCCC2=CCCCC2)ccc1Cl | i | i | i | i | i | i | i | i | i | i | -2
COc1ccc(S(=O)(=O)N(CC(=O)NCC2CCCO2)Cc2ccccc2)cc1 (stereo unspecified) | i | i | i | i | i | i | i | i | i | i | -2
CCOc1ccc(NC(=O)CSc2nc3c(c(=O)n2-c2ccccc2OC)SCC3)cc1 | i | i | i | i | i | i | i | i | i | i | 8
Cc1c(C)c2ccc(OCC(=O)NCCCN3CCCC3=O)cc2oc1=O | i | i | i | i | i | i | i | i | i | i | -3
O=C1N(c2ccccc2)CCN1c1ccccc1 | i | i | i | i | i | i | i | i | i | i | 4
O=C(OCc1ccccc1)c1cnc(Cl)c(Cl)c1 | i | i | i | i | i | i | i | i | i | i | 7
CS(=O)(=O)c1ccc(C(=O)NCC2(N3CCCCC3)CCCCC2)cc1 | i | i | i | i | i | i | i | i | i | i | -3
CCN1C(=NCc2ccc(OC)cc2)N[C@@H](c2ccccc2)C(C(=O)OC)=C1C | i | i | i | i | i | i | i | i | i | i | 0
COc1cccc(C2=NO[C@@H]3C(=O)N(Cc4ccccc4)C(=O)[C@H]23)c1OC | i | i | i | i | i | i | i | i | i | i | 10
Cc1ccc2c(CN3CC(C)CC(C)C3)cc(=O)oc2c1C (stereo unspecified) | i | i | i | i | i | i | i | i | i | i | 3
COc1ccc(N2CCN(CC(=O)Nc3ccccc3SC)CC2)cc1 | i | i | i | i | i | i | i | i | i | i | 15
Cc1noc(C)c1CSc1nc2ccccc2c(=O)n1-c1ccc(Cl)cc1 | i | i | i | i | i | i | i | i | i | i | 22
O=c1[nH]c2cc3c(cc2cc1CN(Cc1cccs1)Cc1nnnn1Cc1ccco1)OCCO3 | i | i | i | i | i | i | i | i | i | i | 0
Cc1ccc2nc(N/N=C/c3ccccc3F)nc(-c3ccccc3)c2c1 | i | i | i | i | i | i | i | i | i | i | 106*
Cc1cccc(-n2cc(-c3ccccc3)c3c(NN4CCOCC4)ncnc32)c1 | i | i | i | i | i | i | i | i | 14* | i | -1
Cc1ccc(/C=C/C(=O)Nc2nnc(SCc3ccc(C#N)cc3)s2)o1 | i | i | i | i | i | i | i | i | i | i | 19
COc1cccc(/C=N/NC(=O)CC2C(=O)NN=C2C)c1OC (stereo unspecified) | i | i | i | i | i | i | i | i | i | i | 6
CC(C(=O)NN)n1nnc(N2CCOCC2)n1 (stereo unspecified) | i | i | i | i | i | i | i | i | i | i | -3
COc1cccc(NC(C(=O)Nc2cccc(C(C)=O)c2)c2ccccc2)c1 (stereo unspecified) | i | i | i | i | i | i | i | i | i | i | 8
Cc1ccc(/C=c2/sc3n(c2=O)CCCN=3)o1 | i | i | i | i | i | i | i | i | i | i | 0
O=C(NNc1ccccc1Br)C(=O)n1ccc2ccccc21 | i | i | i | i | i | i | i | i | i | i | 12
CC1CN(S(=O)(=O)N2CCOCC2)CCN1S(=O)(=O)N1CCOCC1 (stereo unspecified) | i | i | i | i | i | i | i | i | i | i | 1
Fc1ccc(CNC2CCN(Cc3ccccc3)CC2)cc1 | i | i | i | i | i | i | i | i | i | i | 4
COC(=O)c1ccc(NS(=O)(=O)c2ccc(SC)cc2)cc1 | i | i | i | i | i | i | i | i | i | i | -3
CC(OC(=O)c1cccc(S(=O)(=O)Nc2ccccc2F)c1)C(=O)NCc1ccc2c(c1)OCO2 (stereo unspecified) | i | i | i | i | i | i | i | i | i | i | 5
CCC(C)NC(=O)c1ccc(N2CC3CC(C2)c2cccc(=O)n2C3)c(NC(=O)c2ccc(Br)o2)c1 (stereo unspecified) | i | i | i | i | i | i | i | i | i | i | -8
CCOc1ccc(/C=C2\SC(=S)N(CCC(=O)O)C2=O)cc1 | i | i | i | i | i | i | i | i | i | i | -6
Cc1ccc(C(=O)Nc2c3c(nn2C(C)(C)C)CS(=O)(=O)C3)cc1[N+](=O)[O-] | i | i | i | i | i | i | i | i | i | i | -7
CN(C)c1ccc([N+](=O)[O-])cc1C(=O)O | i | i | i | i | i | i | i | i | i | i | 7
CCn1c2ccc(F)cc2c2nnc(NN)nc21 | i | i | i | i | i | i | i | i | 18* | i | -2
O=C(COc1ccccc1/C=C1\SC(=O)NC1=O)Nc1ccc(F)cc1 | i | i | i | i | i | i | i | i | i | i | 42
O=C(Nc1ccc(F)cc1)Nc1ccc(N2CCOCC2)c2nonc12 | i | i | i | i | i | i | i | i | i | i | -6
Cc1cc(C)c2oc(-c3ccc(C)c(NC(=S)NC(=O)c4cccs4)c3)nc2c1 | i | i | i | i | i | i | i | i | i | i | 8
CC(C)OCCCNC(=O)c1ccc(N(C)S(C)(=O)=O)cc1 | i | i | i | i | i | i | i | i | i | i | -16
O=[N+]([O-])c1ccc2nc(-[n+]3c(-c4ccccc4)cc(-c4ccccc4)cc3-c3ccccc3)[nH]c2c1 | i | i | i | i | i | i | i | i | i | i | 1
CC(C)C[C@H](NC(=O)c1nc[nH]c1C(=O)N1CCC(C)CC1)C(=O)OC(C)(C)C | i | i | i | i | i | i | i | i | i | i | -1
CCCCCCCCCCCCC(=O)CCCCC(=O)O | i | i | i | i | i | i | i | i | i | i | 33
Cc1ccccc1NC(=O)c1ccc2nc(N3CCOCC3)sc2c1 | i | i | i | i | i | i | i | i | i | i | -3
CCC(C)NC(=O)c1ccc(NC(=O)C2CCCO2)cc1 (stereo unspecified) | i | i | i | i | i | i | i | i | i | i | 1
N#Cc1cc2sc3nnc(-c4ccncc4)n3c2cc1C#N | i | -8.2* | i | i | i | i | i | i | i | i | -2
CNc1cnn(-c2ccc(C)cc2)c(=O)c1Cl | i | i | i | i | i | i | i | i | i | i | 2
CCN(CC(=O)NCc1ccncc1)S(=O)(=O)c1ccccc1 | i | i | i | i | i | i | i | i | i | i | 2
COc1ccccc1-c1nnc(SCc2ccccn2)n1C | i | i | i | i | i | i | i | i | i | i | -7
O=C(Nc1ccc(S(=O)(=O)NC2=NCCCCC2)cc1)c1ccccc1Cl | i | i | i | i | i | i | i | i | i | i | -3
COc1ccc(OCC(=O)NCc2ccc(Cl)cc2)cc1 | i | i | i | i | i | i | i | i | i | i | -5
COCCN1CN=C(Nc2nc3ccccc3s2)NC1 | i | i | i | i | i | i | i | i | i | i | 5
CN(C)S(=O)(=O)c1cccc(NC(=O)C(c2ccccc2)c2ccccc2)c1 | i | i | i | i | i | i | i | i | i | i | 2
CNCC[C@@H](Oc1ccc(C(F)(F)F)cc1)c1ccccc1 | . | . | i | i | . | i | i | . | . | i | .
O=C1N=C(N2C=CC(=C3C=CNC=C3)C=C2)/C(=C/N=NC(=O)c2ccccc2)S1 | i | i | i | i | i | i | i | i | i | i | 7
O=C(Nc1ccc(Nc2ccccc2)cc1)C(Cl)Cl | i | i | i | i | i | i | i | i | i | i | 1
CCC(C)c1ccccc1NC(=O)C(C)OC(=O)CN1C(=O)NC(C)(C)C1=O (stereo unspecified) | i | i | i | i | i | i | i | i | i | i | -1
CCOc1ccc(-c2c(C(=O)N/N=C/C3CC=CCC3)nnn2-c2nonc2N)cc1 (stereo unspecified) | i | i | i | i | i | i | i | i | i | i | -1
O=C(CSc1nc2ccccc2s1)N1CCCCC1 | i | i | i | i | i | i | i | i | i | i | 2
Cc1cccc(N=Nc2c(O)[nH]c3ccc(Br)cc23)c1 | i | i | i | i | i | i | i | i | i | i | 10
O=C(OCc1ccc(Br)cc1)c1cnc(Cl)c(Cl)c1 | i | i | i | i | i | i | i | i | i | i | 1
